Screening results from PubChem BioAssay.
AmpC detergent: AmpC beta-lactamase inhibition with detergent present; Potency, µM (titrated, usually from 114 µM), inactives show top-dose activity change, negative = inhibition, actives largely listed as inhibitors; AID 485294; AmpC hydrolysis of nitrocefin, absorbance 480 nm, 0.01% Triton; P00811; hit rate 0.041% among 370,000;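 also: potency is read from the fitted curve at half-maximal effect; 0% = no-compound wells and -100% = no-enzyme wells; nearly all actives have a fitted effect of over 25% in size; some results filed as inactive show a strong effect at the top dose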
Target sequence (P00811 whole entry, looked up): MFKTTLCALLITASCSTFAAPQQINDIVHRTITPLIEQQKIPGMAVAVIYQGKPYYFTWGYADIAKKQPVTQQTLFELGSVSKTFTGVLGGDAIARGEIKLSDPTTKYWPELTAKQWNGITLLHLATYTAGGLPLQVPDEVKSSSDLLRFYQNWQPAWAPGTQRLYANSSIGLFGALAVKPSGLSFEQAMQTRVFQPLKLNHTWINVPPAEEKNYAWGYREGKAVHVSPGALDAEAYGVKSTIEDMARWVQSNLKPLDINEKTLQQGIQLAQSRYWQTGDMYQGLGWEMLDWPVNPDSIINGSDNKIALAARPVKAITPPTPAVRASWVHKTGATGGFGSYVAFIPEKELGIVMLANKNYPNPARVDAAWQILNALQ
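20 mM phosphate pH 7.0 + 0.01% (detergent screen) or 0.0001% Triton X-100; 5.3 nM AmpC reagent; cpd preinc 15 min RT; nitrocefin (800 uM stock) to start; A480 q20 s × 4 min; Activity was normalised to no-enzyme and no-compound control wells.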
Sm TGR block: S. mansoni TGR enzyme inhibition; Q962Y6; hit rate 3% among 360,000; purified TGR, DTNB reduction, TNB absorbance 405 nm; Potency, µM (titrated, usually from 114 µM), for the others: top-dose activity change, negative = inhibition, usual class: inhibitors; also: potency is read from the fitted curve at half-maximal effect; nearly all actives have a fitted effect of over 60% in size
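First, TGR (20 nM dispensed) and NADPH were mixed with compound. Second, a 15 min room-temperature incubation followed. Third, further NADPH and then DTNB were added to start the reaction. Finally, TNB absorbance was monitored kinetically.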
AMA1-RON2 inh: inhibitors of Plasmodium falciparum AMA1-RON2 interaction; AlphaScreen AMA1-biotinylated RON2 peptide binding; AID 720542; hit rate 0.2% among 360,000; Potency, µM (top dose mostly 58.2 µM), without a hit: at the top dose activity change, negative = inhibition, hits mostly inhibitors;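 also: potency is read from the fitted curve at half-maximal effect; 0% = vehicle wells and -100% = peptide control; nearly all actives have a fitted effect of over 45% in size; some results filed as inactive show a strong effect at the top dose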
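AMA1 (3D7) with his tag at 25 nM final met compounds first, then biotinylated RON2 peptide at 25 nM; detection used donor plus acceptor beads, 10 µg/mL apiece, read by AlphaScreen after 30 min at room temperature.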
AmpC no deterg: blocks E. coli AmpC beta-lactamase in detergent-free assay | Potency, µM (series often up to 57.1 µM), without a hit: at the highest dose activity change, negative = inhibition, usual class: inhibitors | AmpC nitrocefin hydrolysis, absorbance 480 nm, 0.0001% Triton | hit rate 0.52% among 330,000 | P00811;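 also: potency is read from the fitted curve at half-maximal effect; plate controls were no compound for no effect and no enzyme for full effect; nearly all actives have a fitted effect of over 20% in size; some results filed as inactive show a strong effect at the top dose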
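AmpC (5.3 nM in the dispensed reagent) in 20 mM phosphate pH 7.0 with 0.01% (detergent screen) or 0.0001% Triton X-100 was preincubated with compounds for 15 min at room temperature. Nitrocefin was then added from an 800 uM solution, and hydrolysis was followed at 480 nm.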
Tb PYK inh: T. brucei pyruvate kinase inhibition; Potency, µM (series often up to 76.8 µM), for the others: top-dose activity, negative = inhibition, most hits filed as inhibitors; hit rate 0.12% among 410,000; Q57TT1; TbPYK enzyme, Kinase-Glo Plus ATP luminescence, 45 min; AID 624173; also: potency is read from the fitted curve at half-maximal effect; nearly all actives have a fitted effect of over 50% in size
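In this concentration-response screen, enzyme-free wells defined baseline while DMSO plates tracked drift. Each reaction combined TbPYK, substrate, compound and 130 uM ADP for 45 min at room temperature. Kinase-Glo Plus luminescence gave the signal.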
LmPK inh: LmPK (Leishmania mexicana) enzyme inhibition | Potency, µM (series often up to 57.5 µM), inactives show at the top dose activity change, negative = inhibition, actives largely listed as inhibitors | hit rate 0.37% among 290,000 | purified LmPK, Kinase-Glo ATP luminescence, 1 h | Q27686; also: potency is read from the fitted curve at half-maximal effect
Target sequence (Q27686 whole entry, looked up): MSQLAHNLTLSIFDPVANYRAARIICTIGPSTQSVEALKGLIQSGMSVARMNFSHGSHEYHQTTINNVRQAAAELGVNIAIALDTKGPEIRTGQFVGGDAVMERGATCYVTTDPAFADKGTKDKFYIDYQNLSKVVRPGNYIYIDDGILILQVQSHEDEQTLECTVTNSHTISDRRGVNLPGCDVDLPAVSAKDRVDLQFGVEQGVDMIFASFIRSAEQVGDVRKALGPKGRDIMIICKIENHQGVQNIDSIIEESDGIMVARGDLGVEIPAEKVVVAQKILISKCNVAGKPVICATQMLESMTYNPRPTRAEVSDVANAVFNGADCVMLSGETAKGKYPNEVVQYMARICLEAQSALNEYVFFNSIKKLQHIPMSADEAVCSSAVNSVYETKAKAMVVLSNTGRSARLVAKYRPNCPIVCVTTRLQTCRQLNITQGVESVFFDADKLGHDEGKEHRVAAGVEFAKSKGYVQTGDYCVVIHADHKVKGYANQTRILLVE
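qHTS format; LmPK 0.1 nM; substrates PEP 0.5 mM and ADP 0.1 mM. One-hour room-temperature incubation, then coupled luciferase luminescence; 0.5 nM enzyme wells mark activation.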
HCMV inh: human cytomegalovirus inhibition; HFF cells, HCMV-luciferase reporter, 72 h; active compounds read low; activity change, negative = inhibition, % at 57.5 µM; hit rate 4.5% among 410,000; AID 1259415; in the data active = activity change below about -60%; inconclusive = no clear call, values can overlap the other calls; inactive = above about -39%
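Human foreskin fibroblasts infected with luciferase-reporter HCMV at MOI 1 PFU/cell, compounds at two doses. Luciferase measured 72 h post infection; normalized to buffer-only basal and Salinomycin (10uM) controls.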
An asterisk follows results filed as active; u = inconclusive; x = not tested or not shown; & = joins results of further samples; [ ] = remark or other dose. Unless noted, calls follow the shape of the dose curve; as a rule, active = well fitted curve in the direction sought with a large enough effect; inconclusive = small, poorly fitted or top-dose-only effect, or another doubt; inactive = no such curve, though single readings can be large; an effect the other way counts as inactive or inconclusive. Unless noted, % is scaled to controls: 0 for no effect and ±100 for the full control effect.

1	CC(C)(C)C(=O)Nc1cc(S(=O)(=O)Nc2ccc(Cl)cc2)ccc1Cl
2	CCOC(=O)N1CCC(NC(=O)C(Cc2ccccc2)NC(=O)c2ccco2)CC1 (stereo not given)
3	CCN(CC)S(=O)(=O)c1cccc(NC(=S)NC(=O)/C=C/c2ccc(S(=O)(=O)N3CCOCC3)cc2)c1
4	O/N=C/c1ccc(OCc2ccccc2)c(Cl)c1
5	NC(CO)c1csc(Nc2ccc(C(=O)c3ccccc3)cc2)n1 (stereo not given)
6	CCOc1ccccc1-c1noc(CCC(=O)Nc2cccnc2)n1
7	Cc1ccc(NC(=O)c2cc(C)nc3ccccc23)c(C)c1
8	O=C1N[C@@H](c2ccccc2)COC(=O)[C@H](Cc2ccc(F)cc2)CC/C=C/C[C@@H]1CC(=O)N(CCO)Cc1ccccc1

assay / compound | 1 | 2 | 3 | 4 | 5 | 6 | 7 | 8
AmpC detergent | u | u | u | -2% | x | 4% | -18% | x
AmpC no deterg | -16% | 4% | -24% | 2% | x | -2% | 0% | 149%[activator]
AMA1-RON2 inh | -2% | -20% | -14% | -16% | 61%[activator] | 4% | -1% | -3%
LmPK inh | 1% | 2% | 2% | -8% | x | -6% | 10% | x
Sm TGR block | -15% | 0% | -8% | -9% | x | 3% | -20% | x
Tb PYK inh | 4% | 3% | -1% | 5% | -2% | 0% | 0% | 1%
HCMV inh | -38 | -4 | -17 | 144 | 4 | 22 | -12 | -9

9	CC(=O)Nc1ccc(NC(=O)/C=C/c2ccccc2)cc1
10	CCc1ccc(OC)c(S(=O)(=O)N2CCN(C(=O)c3ccco3)CC2)c1
11	CN(CC(=O)Nc1ccc(Cl)cc1)Cc1cc(=O)n2ccsc2n1
12	CCn1c2ccccc2c2cc(CN3CCN(Cc4cccc(Cl)c4)CC3)ccc21
13	Cc1cc(Cl)cc2c(N=Nc3ccccc3C(=O)O)c(O)[nH]c12
14	CC(C)(C)c1ccc(-c2nc3c(C#N)c(-c4ccc5c(c4)OCO5)ccn3n2)cc1
15	CC(C)N1CCC(=NNC(=O)c2ccccc2[N+](=O)[O-])CC1
16	COc1ccc(Br)cc1CN(C)C(=O)c1ccncc1

assay / compound | 9 | 10 | 11 | 12 | 13 | 14 | 15 | 16
AmpC detergent | -6% | -6% | 1% | 11% | 6% | -6% | -9% | -2%
AmpC no deterg | -18% | 23% | -4% | x | -27% | -15% | -23% | 36%
AMA1-RON2 inh | 24% | -2% | 95%[activator] | x | 0% | -5% | 10% | 25%
LmPK inh | 1% | 2% | 12% | x | -9% | 2% | 1% | 0%
Sm TGR block | 2% | 0% | 5% | -2% | 9% | 2% | -1% | 1%
Tb PYK inh | 4% | 0% | 2% | 6% | -8% | 6% | 3% | 1%
HCMV inh | 48 | 47 | 29 | -1 | 4 | u | -10 | 4

17	CCOc1ccccc1NC(=O)C(=O)Nc1ccc2nc3n(c(=O)c2c1)CCCCC3
18	CCc1ccc(CC2(O)CC(C)N(C)CC2C)cc1 (stereo not given)
19	CCCNCc1cc(Cl)c(OCC)c(Cl)c1
20	CC(C)COc1cccc(C(=O)NC2(C)CCS(=O)(=O)C2)c1 (stereo not given)
21	CCn1c(C)nc2cc(C(=O)N/N=C/c3cccc(O)c3O)ccc21
22	CCCCN(CC)C(=O)CSc1nc2n[nH]c(C)c2c(=N)n1-c1cccc(C)c1
23	CC1Cc2ccccc2N1CC(=O)Nc1ccc2c(c1)OCCCO2 (stereo not given)
24	COc1ccccc1C(=O)Nc1cccc(C(=O)OCc2cc(=O)n3cc(C)sc3n2)c1

assay / compound | 17 | 18 | 19 | 20 | 21 | 22 | 23 | 24
AmpC detergent | 3% | u | -10% | 5% | 5% | 2%&2% | -14% | -10%
AmpC no deterg | x | -16% | -17% | -2% | -2% | 207%[activator] | -10% | x
AMA1-RON2 inh | x | -2% | 0% | 14% | 3% | 47%[activator] | -4% | x
LmPK inh | x | 1% | 4% | -14% | -1% | 15% | x | x
Sm TGR block | 0% | -6% | -11% | u | -34% | -10%&-6% | -11% | 1%
Tb PYK inh | 1% | 1% | 3% | 0% | 6% | 1%&-7% | -2% | -3%
HCMV inh | -3 | -24 | 42 | -1 | -18 | u | 11 | u

25	Cc1nc(=S)c2c([nH]1)-c1ccccc1CC21CCCCC1
26	O=C(O)CCn1c(-c2ccccc2)cc2c1CCCC2=O
27	CCc1ccc(CNC(=O)CSc2cc(=O)n(C)c3ccc(Cl)cc23)cc1
28	Cc1ccc(-c2nc(CS(=O)CC(=O)NCCN3CCCCC3C)c(C)o2)cc1 (stereo not given)
29	O=C(c1cccc(NC2=NC3CS(=O)(=O)CC3S2)c1)N1CCN(c2ccc(F)cc2)CC1 (stereo not given)
30	O=C(c1ccc2c(c1)N(Cc1ccc(Cl)cc1)C(=O)c1ccccc1S2(=O)=O)N1CCCCC1
31	O=C(NCc1ccco1)c1cc(-c2cccs2)nc2ccccc12
32	CCC(=O)Nc1cc(C(C)(C)C)ccc1C(C)=O

assay / compound | 25 | 26 | 27 | 28 | 29 | 30 | 31 | 32
AmpC detergent | 6% | -1% | 2% | 1% | u | 15% | -8% | 6%
AmpC no deterg | -18% | 7% | x | 19% | -2% | x | -58% | -2%
AMA1-RON2 inh | 62%[activator] | -1% | x | 17% | -1% | x | -1% | 5%
LmPK inh | 2% | 2% | x | -1% | 0% | x | 5% | 3%
Sm TGR block | 17% | u | -1% | -19% | -5% | -1% | -3% | 0%
Tb PYK inh | 1% | -7% | -2% | -12% | 7% | -8% | -5% | -4%
HCMV inh | 1 | -6 | 0 | u | 72 | -16 | 101 | -10

Sorted by formula weight (smallest number first): part of the list above
18	CCc1ccc(CC2(O)CC(C)N(C)CC2C)cc1 (stereo not given)
19	CCCNCc1cc(Cl)c(OCC)c(Cl)c1
26	O=C(O)CCn1c(-c2ccccc2)cc2c1CCCC2=O
25	Cc1nc(=S)c2c([nH]1)-c1ccccc1CC21CCCCC1
20	CC(C)COc1cccc(C(=O)NC2(C)CCS(=O)(=O)C2)c1 (stereo not given)
31	O=C(NCc1ccco1)c1cc(-c2cccs2)nc2ccccc12
21	CCn1c(C)nc2cc(C(=O)N/N=C/c3cccc(O)c3O)ccc21
27	CCc1ccc(CNC(=O)CSc2cc(=O)n(C)c3ccc(Cl)cc23)cc1
22	CCCCN(CC)C(=O)CSc1nc2n[nH]c(C)c2c(=N)n1-c1cccc(C)c1
28	Cc1ccc(-c2nc(CS(=O)CC(=O)NCCN3CCCCC3C)c(C)o2)cc1 (stereo not given)

assay / compound | 18 | 19 | 26 | 25 | 20 | 31 | 21 | 27 | 22 | 28
AmpC detergent | u | -10% | -1% | 6% | 5% | -8% | 5% | 2% | 2%&2% | 1%
AmpC no deterg | -16% | -17% | 7% | -18% | -2% | -58% | -2% | x | 207%[activator] | 19%
AMA1-RON2 inh | -2% | 0% | -1% | 62%[activator] | 14% | -1% | 3% | x | 47%[activator] | 17%
LmPK inh | 1% | 4% | 2% | 2% | -14% | 5% | -1% | x | 15% | -1%
Sm TGR block | -6% | -11% | u | 17% | u | -3% | -34% | -1% | -10%&-6% | -19%
Tb PYK inh | 1% | 3% | -7% | 1% | 0% | -5% | 6% | -2% | 1%&-7% | -12%
HCMV inh | -24 | 42 | -6 | 1 | -1 | 101 | -18 | 0 | u | u

17	CCOc1ccccc1NC(=O)C(=O)Nc1ccc2nc3n(c(=O)c2c1)CCCCC3
24	COc1ccccc1C(=O)Nc1cccc(C(=O)OCc2cc(=O)n3cc(C)sc3n2)c1
29	O=C(c1cccc(NC2=NC3CS(=O)(=O)CC3S2)c1)N1CCN(c2ccc(F)cc2)CC1 (stereo not given)

assay / compound | 17 | 24 | 29
AmpC detergent | 3% | -10% | u
AmpC no deterg | x | x | -2%
AMA1-RON2 inh | x | x | -1%
LmPK inh | x | x | 0%
Sm TGR block | 0% | 1% | -5%
Tb PYK inh | 1% | -3% | 7%
HCMV inh | -3 | u | 72

(continued)
33	O=S(=O)(NCC(c1cccnc1)N1CCOCC1)c1cccs1 (stereo not given)
34	COc1ccc(Cl)cc1S(=O)(=O)N1CCC(C(=O)NCc2ccccn2)CC1
35	Cc1cccc(NC(=O)Cn2cc(C(=O)c3ccccc3)c3ccccc32)c1C
36	CCc1cc2cc(C)ccc2nc1SCC(=O)NC1CCCC1
37	Cc1ccc(S(=O)(=O)N2CCCC(C(=O)NCCc3ccc4c(c3)OCO4)C2)cc1 (stereo not given)
38	O=C(Nc1cccc2ccccc12)c1ccc(Cn2cc(Cl)cn2)cc1
39	COc1ccccc1CNC(=O)CSc1cc(C)[nH]c(=O)n1
40	O=C(Nc1ccc(C(=O)c2ccc(C(=O)O)c(C(=O)O)c2)cc1)c1ccccc1

assay / compound | 33 | 34 | 35 | 36 | 37 | 38 | 39 | 40
AmpC detergent | 0% | -11% | 1% | 6% | -8% | u | 0% | 3%
AmpC no deterg | -16% | 23% | x | -2% | -2% | -43% | x | -11%
AMA1-RON2 inh | 3% | 71%[activator] | x | -8% | 1% | 15% | x | -2%
LmPK inh | -4% | x | x | -3% | 5% | 1% | x | 0%
Sm TGR block | -4% | 2% | -3% | 8% | -9% | 12% | 8% | 14%
Tb PYK inh | 0% | -5% | 2% | -11% | 0% | -11% | 2% | -2%
HCMV inh | u | -23 | -67* | 1 | 9 | -1 | 2 | -2

41	O=C(O)/C=C\C(=O)NC1CCCCC1
42	COc1ccc(C2CC(=O)n3nc(C45CC6CC(CC(C6)C4)C5)nc3S2)cc1OC (stereo not given)
43	CCC(=O)c1ccc(OCC(O)Cn2c(C)nc3ccccc32)cc1 (stereo not given)
44	CN1C(=O)/C(=C\c2ccc(-c3ccccc3)o2)SC1=S
45	CCOC(=O)c1sc(NC(=O)CNCc2cccnc2)c(C(=O)OCC)c1C

assay / compound | 41 | 42 | 43 | 44 | 45
AmpC detergent | -3% | 1% | 0% | -7% | -6%
AmpC no deterg | -19% | -17% | 19% | -33% | -20%
AMA1-RON2 inh | -4% | 0% | 7% | -3% | 46%[activator]
LmPK inh | -3% | 0% | 0% | -6% | 1%
Sm TGR block | 2% | 0% | 6% | u | -16%
Tb PYK inh | 3% | 4% | 6% | -4% | -2%
HCMV inh | -30 | -20 | -62* | -8 | -62*

This is a random part of the collection; any-hit rate near 7.4%.
